TR SRC2 fluor cs = alters Texas Red total fluorescence, flagging assay interference; TRb/SRC2 Texas Red total fluorescence interference; 280,000 compounds, 0.29% hits; Potency, µM (doses to about 106 µM), for the others: at the top dose fluorescence change, negative = quenching; active means well fitted curve in either direction with a large enough effect; inconclusive means small, poorly fitted or top-dose-only effect
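Flags fluorescent or light-absorbing compounds by total fluorescence, S + 2P, at 555 nm excitation and 632 nm emission. Mixture: 20 nM Texas Red SRC2 peptide, 0.6 uM human TRb LBD, 1 uM T3, 5% DMSO; compound exposure 5 h at ambient temperature.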
GoLoco inh red = inhibitors of human Gai1-RGS12 GoLoco interaction (red fluorophore); 230,000 compounds, 0.44% hits; P63096; Gai1:RGS12 GoLoco peptide FP, rhodamine, 10 min; Potency, µM (top dose mostly 61.6 µM), for the others: at the top dose activity, negative = inhibition, most hits filed as inhibitors; AID 880; active means well fitted inhibition curve with a large enough effect, not every such curve was filed as active; inactive means no such curve, though single readings can be large or run the other way; further: nearly all actives have a fitted effect of over 30% in size; many of its hits are not listed in these tables
Tau fibril FP = blocks human tau fibril formation measured by polarization; P10636; K18 P301L tau heparin fibrillization, Alexa594 FP, 6 h; Potency, µM (top dose mostly 57.7 µM), without a hit: at the top dose activity, negative = inhibition, hits mostly inhibitors; 280,000 compounds, 0.39% hits; further: nearly all actives have a fitted effect of over 55% in size
Target sequence (P10636 561-689 P618L limits assumed): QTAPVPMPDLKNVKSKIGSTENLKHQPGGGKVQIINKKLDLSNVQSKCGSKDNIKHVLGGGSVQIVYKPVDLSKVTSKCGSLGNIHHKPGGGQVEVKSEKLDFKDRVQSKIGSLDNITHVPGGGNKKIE
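Steps: dispense K18 P301L tau (15 uM plus 0.24 uM Alexa 594 tracer, final) in pH 7 sodium acetate; add compound; add heparin (20 uM final); incubate 6 hr, 37 C; add ThT (30 uM final); after 1 hr ambient, read FP.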
L3MBTL1 block = L3MBTL1 (human) inhibition. AlphaScreen L3MBTL1–H3K9me1 peptide binding. Potency, µM (doses to about 57.1 µM), without a hit: top-dose activity, negative = inhibition, most hits filed as inhibitors. 230,000 compounds, 0.66% hits. AID 485360; further: nearly all actives have a fitted effect of over 60% in size
Target sequence (Q9Y468 whole entry, looked up): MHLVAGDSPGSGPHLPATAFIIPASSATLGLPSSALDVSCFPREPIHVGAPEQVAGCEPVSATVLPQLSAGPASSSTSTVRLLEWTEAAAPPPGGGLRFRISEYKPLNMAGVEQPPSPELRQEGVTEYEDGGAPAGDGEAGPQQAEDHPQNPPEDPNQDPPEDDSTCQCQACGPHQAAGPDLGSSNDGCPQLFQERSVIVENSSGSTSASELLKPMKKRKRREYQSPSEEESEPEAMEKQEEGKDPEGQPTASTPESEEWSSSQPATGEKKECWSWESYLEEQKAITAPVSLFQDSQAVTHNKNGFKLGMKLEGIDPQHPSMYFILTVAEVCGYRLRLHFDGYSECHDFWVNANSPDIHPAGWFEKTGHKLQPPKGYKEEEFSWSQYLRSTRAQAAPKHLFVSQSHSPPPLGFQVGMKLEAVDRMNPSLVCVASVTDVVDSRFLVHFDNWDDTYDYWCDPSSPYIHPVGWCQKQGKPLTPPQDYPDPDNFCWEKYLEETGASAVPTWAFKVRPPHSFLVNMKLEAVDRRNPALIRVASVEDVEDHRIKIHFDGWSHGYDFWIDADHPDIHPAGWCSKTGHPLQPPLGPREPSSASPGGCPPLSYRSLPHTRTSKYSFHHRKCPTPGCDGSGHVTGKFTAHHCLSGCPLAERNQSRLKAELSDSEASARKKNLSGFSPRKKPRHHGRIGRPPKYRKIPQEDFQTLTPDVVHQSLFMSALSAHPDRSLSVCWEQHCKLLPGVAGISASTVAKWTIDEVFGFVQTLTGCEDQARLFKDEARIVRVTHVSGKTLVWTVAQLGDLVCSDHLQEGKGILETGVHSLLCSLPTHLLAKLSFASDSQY
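AlphaScreen assay: L3MBTL1 (50 nM final) was preincubated 30 min at room temperature with biotinylated H3(1-15)K9me1 peptide (75 nM final), then 30 min with library compounds; streptavidin donor and nickel chelate acceptor beads (10 ug/mL final) added, 30 min dark.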
JMJD2E inh = inhibitors of human JMJD2E histone demethylase. B2RXH2. JMJD2E catalytic domain, FDH-coupled NADH fluorescence (FDH is formaldehyde dehydrogenase). Potency, µM (series often up to 57.1 µM), inactives show at the highest dose activity change, negative = inhibition, actives largely listed as inhibitors. 230,000 compounds, 1.6% hits; active means well fitted inhibition curve with a large enough effect, not every such curve was filed as active; inconclusive means small, poorly fitted or top-dose-only effect, or another doubt; inactive means no such curve, though single readings can be large or run the other way;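 further: 0% = wells with enzyme and -100% = buffer wells without enzyme; nearly all actives have a fitted effect of over 50% in size; many of its hits are not listed in these tables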
TRb-SRC2 inh = TRbeta-SRC2 interaction inhibition; P10828; TRbeta-SRC2 peptide binding, fluorescence polarization; receptor liganded with 1 µM T3; Potency, µM (series often up to 106 µM), for the others: at the top dose activity change, negative = inhibition, most hits filed as inhibitors; 280,000 compounds, 0.065% hits; AID 1469;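 further: plate controls were bound peptide for no effect and peptide without receptor for full effect; nearly all actives have a fitted effect of over 50% in size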
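Compounds were added to 0.6 uM TRb ligand-binding domain and 20 nM Texas Red-labeled SRC2 peptide in Tris buffer containing 1 uM T3, incubated 5 hr at ambient temperature, then read by fluorescence polarization.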
RECQ1 helicase = inhibitors of human RECQ1 DNA helicase; 240,000 compounds, 0.54% hits; P46063; RECQ1 DNA unwinding, red fluorescence kinetic read; AID 2549; Potency, µM (top dose mostly 57.3 µM), for the others: at the top dose activity, negative = inhibition, actives largely listed as inhibitors;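 further: plate controls were vehicle for no effect and no enzyme for full effect; nearly all actives have a fitted effect of over 30% in size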
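50 nM RECQ1T1 preincubated 15 min with compound in Tris pH 8.0 buffer with MgCl2, DTT, Tween-20 and 2.5 ug/ml poly(dI-dC); started with 200 nM TAMRA/BHQ-2 forked duplex and 2 mM ATP. Unwinding read as fluorescence (525/598 nm), two reads 2 h apart.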
Tau ThT inhib = tau fibrillization inhibition (ThT binding) | P10636 | recombinant tau K18 P301L, heparin-induced fibrillization, ThT fluorescence | Potency, µM (highest dose often 57.4 µM), without a hit: at the top dose activity, negative = inhibition, hits mostly inhibitors | 270,000 compounds, 2.1% hits | AID 1460; further: nearly all actives have a fitted effect of over 55% in size
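Using a mix of unlabeled (15 uM) and Alexa 594-labeled (0.24 uM) tau K18 P301L, heparin-triggered fibrillization over 6 hr at 37 C was scored by ThT fluorescence.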
An asterisk follows results filed as active; i = inactive; u = inconclusive; x = no result given; & = joins results of further samples; [ ] = another dose, or the depositor's remark. Unless noted, the call rests on the fitted dose curve; in most records, active means well fitted curve in the direction sought with a large enough effect; inconclusive means small, poorly fitted or top-dose-only effect, or another doubt; inactive means no such curve, though single readings can be large; an effect the other way counts as inactive or inconclusive. Unless noted, on the % scale 0 is the no-effect control and ±100 the full control effect; potency means the concentration at half of the fitted maximal effect. Some of the compounds tested (hit frequency here may not be typical).

SMILES	TR SRC2 fluor cs	GoLoco inh red	Tau fibril FP	L3MBTL1 block	JMJD2E inh	TRb-SRC2 inh	RECQ1 helicase	Tau ThT inhib
CCN(CC)S(=O)(=O)c1cccc(-c2nnc(SCC(=O)NC)n2CCc2ccccc2)c1	-5%	-3%	-4%	-2%	7%	-5%	i	-5%
O=C(NCCS(=O)(=O)N1CCN(c2ccc(F)cc2)CC1)c1ccccc1Br	-8%	x	6%	x	x	4%	x	3%
OCCSc1nc(-c2ccccc2)nc2c1CCC2	2%	7%	1%	4%	7%	-4%	-1%	-8%
COc1cc(C(=O)NCC(c2ccccc2)N(C)C)ccc1OCC(=O)N1CCOCC1 (stereo unspecified)	-2%	14%	5%	-1%	-6%	7%	i	8%
COC(=O)N/N=C(\C)c1ccccc1OC(F)F	-1%	3%	0%	2%	-7%	3%	2%	0%
Cc1cc2ncn(/N=C/c3ccc([N+](=O)[O-])s3)c2cc1C	1%	14%	17%	-4%	u	-18%	-9%	u
CCOC(=O)c1cnc2c(ccc3ccccc32)c1Nc1cccc(OC)c1	5%	x	-16%	x	x	-1%	x	-8%
Cc1ccc(Nc2nc(N)c([N+](=O)[O-])c(N3CCC(C)CC3)n2)cc1C	-1%	7%	-11%	2%	-2%	0%	0%	u
COC(=O)Cc1c(C)nc2nc(NCc3cccc([N+](=O)[O-])c3)[nH]n2c1=O	-1%	-8%	-17%	x	-4%	-15%	-12%	-8%
CC1=CC(C)C(C[N+]2(C)CCCCC2)C(C)C1 (stereo unspecified)	-1%	-1%	-5%	7%	-5%	-1%	-6%	-8%
CNC(=O)C(NC(=O)CNC(=O)c1ccc(Cl)cc1)C(C)(C)C (stereo unspecified)	-2%	4%	-4%	5%	7%	7%	0%	1%
Cc1ccc2nc(-c3ccc(NC(=O)COC(=O)c4ccc([N+](=O)[O-])o4)cc3)sc2c1	-2%	9%	4%	-5%	u	1%	-2%	u
O=C(N/N=C1\CCCc2c1[nH]c1ccc([N+](=O)[O-])cc21)c1ccncc1	-1%	-8%	2%	-12%	8%	12%	-1%	4%
COc1ccc(C(=O)Nc2ccc(-c3nc4ncccc4o3)cc2C)cc1Br	-13%	x	2%	x	x	3%	x	u
O=S(=O)(c1ccc(Cl)c(Cl)c1)c1snnc1-c1ccccc1	-1%	11%	-7%	x	0%	2%	-17%	u
CC(C)N(C(=O)COC(=O)c1ccc(Cl)c(S(N)(=O)=O)c1)C(C)C	-1%	-1%	-6%	2%	-26%	-9%	3%	7%
CC(NC(=O)c1cccc(F)c1)C(c1cccs1)N1CCN(C)CC1 (stereo unspecified)	3%	-3%	0%	0%	8%	-7%	-5%	-4%
COCC(=O)N(Cc1cc2ccc(C)cc2[nH]c1=O)c1ccc(OC)cc1	-1%	8%	-1%	x	u	-11%	i	-14%
COc1cc2c(cc1NC(=S)NC(=O)/C=C/c1ccc(OC)c(OC)c1)oc1ccccc12	0%[53 µM]	-2%	4%	-1%	u	-5%[53 µM]	i	u
CCCc1cc(=O)[nH]c(SCC(=O)N(C)C2CCS(=O)(=O)C2)n1 (stereo unspecified)	-1%	1%	3%	8%	0%	5%	-2%	-2%
CNc1nnc(-c2ccncc2)s1	-4%	0%	-1%	9%[11.4 µM]	u	-1%	0%	-12%
OC1CCN(c2cc(-c3ccccc3)nc3cc(-c4ccc(F)cc4)nn23)CC1	-3%	-1%	u	39%[activator]	u	8%	i	-3%
Cc1ccc(C)c(NCCC#N)c1	0%[53 µM]	3%	-2%	1%	6%	-1%[53 µM]	1%	3%
CCCNC(=O)c1c(N)n(-c2cc(OC)cc(OC)c2)c2nc3ccccc3nc12	-2%	-15%	8%	30%	u	5%	-6%	u
O=C(CSc1nc(Nc2ccccc2)c2ccccc2n1)c1ccc(Cl)cc1	-3%	x	3%	x	x	-2%	x	7%
COc1cc(OC)cc(-c2nc3nc(C)c(CCC(=O)Nc4ccc(C)cc4)c(C)n3n2)c1	-3%	x	-1%	x	x	-9%	x	u
O=C1c2cccc(O)c2C(=O)c2c(O)cccc21	-1%&-3%&1%	-2%&18%&3%	-6%&7%	-28%	-7%&-7%	-6%&-1%&-7%	-1%&-5%&-2%	u
FC(F)(F)c1cnc2c(-c3ccccc3)n[nH]c2c1	0%	-6%	-9%	x	u	-5%	i	-2%
COc1cccc(OCC(Cn2c(C)nc3ccccc32)OC(C)=O)c1 (stereo unspecified)	-6%	2%	8%	12%	-1%	-6%	i	-1%
CCN(c1ccccc1)S(=O)(=O)c1ccc(Cl)c(C(=O)NCC2CCCO2)c1 (stereo unspecified)	-6%	6%	-3%	x	9%	-1%	i	-5%
CCOCN(C(=O)Cn1cnc2ccccc21)c1c(C)cccc1CC	-4%	6%	1%	-3%	10%	0%	i	0%
O=C(CSc1nnc(Cc2ccccc2)o1)NC1CCCCC1	3%	-3%	-6%	6%	2%	-10%	1%	-16%
COC(=O)c1cnn2c3c(c(C)nc12)CCCC3	-3%	4%	2%	16%	u	-9%	i	-1%
COc1ccc(CNc2nc3ccccc3n2C)c(O)c1	-1%	4%	-6%	x	9%	-9%	-3%	x
CCN(Cc1ccccc1)S(=O)(=O)c1cc(C(=O)NC(C)C2CC3CCC2C3)ccc1OC (stereo unspecified)	0%[53 µM]	4%	5%	-8%	3%	-3%[53 µM]	-15%	-9%
Cc1ccc(OCC(=O)NC(=S)Nc2ccc(Br)cn2)cc1C	0%	8%	7%	6%	9%	7%	i	u
Cc1c(O)nc(SCC(=O)Nc2ccc3c4c(cccc24)CC3)n(-c2ccccc2)c1=O	0%	17%	5%	-4%	-17%	-1%	0%	-16%
Cc1cc(F)ccc1N1CCC(N2CCN(CCC(C)C)C(CCO)C2)CC1 (stereo unspecified)	-1%	14%	-14%	1%	4%	-11%	i	-8%
CCN(CC)S(=O)(=O)c1ccc(/C=C/C(=O)Nc2cccc(F)c2)cc1	-3%	0%	35µM*	0%	-25%	-3%	-26%	u
COc1ccc(-c2nc(C(=O)N3CCN(C)CC3)sc2-c2ccc(OC)cc2)cc1	-12%&-1%	4%	2%	x	u	2%&0%	-6%&-9%	-18%

Single records (already shown).
COc1cccc(OCC(Cn2c(C)nc3ccccc32)OC(C)=O)c1 (stereo unspecified) as listed: TR SRC2 fluor cs = -6%; GoLoco inh red = 2%; Tau fibril FP = 8%; L3MBTL1 block = 12%; JMJD2E inh = -1%; TRb-SRC2 inh = -6%; RECQ1 helicase = i; Tau ThT inhib = -1%
CCOCN(C(=O)Cn1cnc2ccccc21)c1c(C)cccc1CC as listed: TR SRC2 fluor cs = -4%; GoLoco inh red = 6%; Tau fibril FP = 1%; L3MBTL1 block = -3%; JMJD2E inh = 10%; TRb-SRC2 inh = 0%; RECQ1 helicase = i; Tau ThT inhib = 0%
CCN(Cc1ccccc1)S(=O)(=O)c1cc(C(=O)NC(C)C2CC3CCC2C3)ccc1OC (stereo unspecified) as listed: TR SRC2 fluor cs = 0%[53 µM]; GoLoco inh red = 4%; Tau fibril FP = 5%; L3MBTL1 block = -8%; JMJD2E inh = 3%; TRb-SRC2 inh = -3%[53 µM]; RECQ1 helicase = -15%; Tau ThT inhib = -9%

Next compounds:
SMILES	TR SRC2 fluor cs	GoLoco inh red	Tau fibril FP	L3MBTL1 block	JMJD2E inh	TRb-SRC2 inh	RECQ1 helicase	Tau ThT inhib
CCC(C)(C)NC(=O)Cc1ccccc1OC	2%	-4%	1%	x	5%	-11%	i	-5%
COc1cccc(C(=O)Nc2ccc3oc(-c4ccc5ccccc5c4)nc3c2)c1	u	x	u	x	x	-9%	x	u
Clc1ccc2c(c1)C1=C(C(c3ccncc3)O2)C(c2ccc(Br)cc2)n2ncnc2N1 (stereo unspecified)	1%	14%	-7%	-15%	u	-4%	i	-17%
COc1ccc(OC)c2[nH]c(=O)c(CCNS(=O)(=O)c3ccc(Cl)cc3)cc12	-5%	3%	4%	-14%	4%	0%	-2%	2%
Cc1ccc(-c2noc(-c3ccc(N4CCN(C)CC4)c([N+](=O)[O-])c3)n2)cc1	-2%	x	-10%	x	x	3%	x	15%
CCOC(=O)C1CCN(C(=O)c2cc3ccccc3oc2=O)CC1	-1%	1%	-2%	-10%	-16%	-8%	i	-7%
CCOC(=O)c1ccc(NC(=O)NC2CC3CCC(C2)N3Cc2nnnn2Cc2ccco2)cc1 (stereo unspecified)	-2%	5%	-12%	0%	-1%	-15%	-3%	-22%
O=C(COC(=O)C1CC2C=CC1C2)Nc1ccc2c(c1)OC(F)(F)O2 (stereo unspecified)	-3%	6%	-14%	8%	5%	3%	-5%	-4%
CC1(C)Cc2c(sc(NC(=O)/C=C/C(=O)O)c2C#N)CO1	0%	68%[activator]	-2%	-9%	-21%	-8%	-12%	-17%
O=C(COC(=O)c1cccc([N+](=O)[O-])c1)NCC1CCCO1 (stereo unspecified)	0%	-23%	5%	-26%	-7%	-5%	1%	2%
CCCOc1ccccc1Nc1nnc(C)c(=O)[nH]1	-1%	3%	-1%	-2%[11.4 µM]	-5%	-9%	-7%	-5%
CCN(CC)C(=O)Cn1cc(SCC(=O)NC)c2ccccc21	0%	2%	1%	x	4%	5%	-6%	-8%
CCCCCNC(=O)CN(c1ccc2c(c1)OCO2)S(C)(=O)=O	-2%	-3%	2%	3%	4%	-10%	5%	-4%
CCC1CN(C(=O)N2CCC(C(=O)NCCC3=CCCCC3)CC2)c2ccccc2O1 (stereo unspecified)	-1%	x	10%	x	x	-6%	x	7%
Cc1c(C(=O)N2CCOCC2)[nH]c2ccc(OCc3ccccc3)cc12	-1%	6%	13%	x	u	-13%	-8%	u
COc1ccc(CCNc2oc(Cc3cccc4ccccc34)nc2C#N)cc1OC	0%	86%[activator]	3%	-14%	2%	6%	-1%	13%
COc1ccccc1-c1nnc(NC(=O)c2ccc(S(=O)(=O)N(C)Cc3ccccc3)cc2)o1	-2%	6%	-3%	94%[activator]	u	-7%	-1%	-7%
Cc1ccc(O)c(-c2cc(C(F)(F)C(F)F)nc(-c3ccccc3)n2)c1	-5%	-1%	-8%	0%	-2%	1%	-7%	-3%
C=CCC1(CC=C)CCCN1C(=O)CC1C(=O)NCCN1Cc1cc(OC)cc(OC)c1 (stereo unspecified)	-7%	4%	-2%	1%	-7%	-3%	0%	-11%
